Screening data from PubChem.
PrPC surface inh = reduces human prion protein on the cell surface | actives 0.43% (n = 370,000) | inhibition, % at 13.8 µM | cell surface PrPC, TR-FRET read-out; in the data active means inhibition above about 24%; further: 0% = median of the test wells and 100% = reference compound wells
SARS 3CLpro inh = SARS-CoV 3CLpro protease inhibition; inhibition, % at 6 µM; P0C6X7; actives 0.14% (n = 290,000); recombinant SARS-CoV 3CLpro, quenched FRET peptide cleavage; AID 1706; in the data active means inhibition above about 12%
Anthrax LF inh2 = blocks Bacillus anthracis lethal factor protease. P15917. multiplex microsphere protease cleavage assay, LF. inhibition, % at 10 µM. actives 0.12% (n = 360,000). AID 588501; further: plate controls were buffer without enzyme for full effect and enzyme alone for no effect
MazF activator = MazEF (E. coli) toxin RNase activation; actives 0.32% (n = 350,000); activation, % at 20 µM; P0AE70; FAM/BHQ RNA-DNA oligo cleavage fluorescence, 5 h; in the data active means activation above about 50%
Target sequence (P0AE70 whole entry, looked up): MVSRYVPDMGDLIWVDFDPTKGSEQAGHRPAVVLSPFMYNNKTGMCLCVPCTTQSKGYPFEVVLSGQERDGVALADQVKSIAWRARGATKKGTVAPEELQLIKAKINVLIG
PriA SSB inh = inhibitors of Klebsiella pneumoniae PriA binding to SSB C-terminal tail; inhibition, % at 33 µM; actives 0.6% (n = 430,000); AlphaScreen SSBct-PriA binding, biotinylated peptide; AID 1272365; in the data active means inhibition mostly above about 37%, no sharp cut-off; inactive means mostly below about 20%;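 further: plate controls were negative control peptide for no effect and reference peptide for full effect; strong numbers were not always called active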
DUSP3 inh = blocks human VHR1 dual specificity phosphatase | actives 0.52% (n = 290,000) | recombinant VHR phosphatase, pNPP absorbance | P51452 | AID 1654 | inhibition, % at 13.3 µM; in the data active means inhibition above about 50%; further: some compounds called inactive have numbers as strong as hits
Target sequence (P51452 whole entry, looked up): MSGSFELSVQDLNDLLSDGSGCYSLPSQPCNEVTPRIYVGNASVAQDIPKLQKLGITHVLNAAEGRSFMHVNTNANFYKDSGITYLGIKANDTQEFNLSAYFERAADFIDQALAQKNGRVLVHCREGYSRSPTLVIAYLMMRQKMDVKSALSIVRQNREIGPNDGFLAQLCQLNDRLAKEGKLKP
BoNT A protease = inhibitors of Botulinum neurotoxin A light chain protease | actives 0.17% (n = 360,000) | inhibition, % at 10 µM | multiplex microsphere protease substrate cleavage, flow cytometry; further: plate controls were buffer without enzyme for full effect and enzyme alone for no effect
BoNT-F LC inh = blocks Botulinum neurotoxin F light chain protease. Multiplex microsphere protease cleavage assay, flow cytometry. actives 0.22% (n = 360,000). inhibition, % at 10 µM; in the data active means inhibition above about 35%, passing the limit was not always enough; inconclusive means no clear call, values can overlap the other calls; further: plate controls were buffer without enzyme for full effect and enzyme alone for no effect
CCHFV vOTU inh = blocks the CCHF virus ovarian tumor domain protease; CCHFV vOTU protease, Pep-AMC fluorescence; inhibition, % at 11.5 µM; actives 0.55% (n = 370,000); in the data active means inhibition above about 30%; further: 0% = vehicle wells with enzyme and 100% = no enzyme wells
Rv3671c protease = inhibits the M. tuberculosis serine protease Rv3671c. P9WHR9. inhibition, % at 5.96 µM. actives 0.048% (n = 320,000); in the data active means inhibition above about 38%;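 further: extracellular domain of Rv3671c used as enzyme; 0% = enzyme with DMSO and 100% = no enzyme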
Target sequence (P9WHR9 whole entry, looked up, the tested form may be a part): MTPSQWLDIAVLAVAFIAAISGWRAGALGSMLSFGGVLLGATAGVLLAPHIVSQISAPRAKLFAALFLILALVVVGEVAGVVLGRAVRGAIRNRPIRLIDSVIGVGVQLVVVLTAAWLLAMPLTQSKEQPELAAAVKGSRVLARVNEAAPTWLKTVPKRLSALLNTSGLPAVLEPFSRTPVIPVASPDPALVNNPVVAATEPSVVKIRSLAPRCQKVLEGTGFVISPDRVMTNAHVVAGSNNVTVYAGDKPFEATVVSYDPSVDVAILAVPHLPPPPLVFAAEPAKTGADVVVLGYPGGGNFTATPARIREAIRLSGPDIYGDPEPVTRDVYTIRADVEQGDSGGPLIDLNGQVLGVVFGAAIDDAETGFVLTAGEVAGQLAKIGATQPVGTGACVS
The depositor's hits bear a star; ? = inconclusive; / = not tested or not shown. Unless noted, no stated cut-off is given here; in the data, active means inhibition above about 30%; inconclusive means no clear call, values can overlap the other calls; inactive means below that. A portion of the library (hit frequency here may not be typical).

SMILES | PrPC surface inh | SARS 3CLpro inh | Anthrax LF inh2 | MazF activator | PriA SSB inh | DUSP3 inh | BoNT A protease | BoNT-F LC inh | CCHFV vOTU inh | Rv3671c protease
COc1ccc(/C=N/NC(=O)c2ccn[nH]2)cc1COc1ccc(Cl)cc1 | 0 | -5 | -2 | -2 | / | 17 | 0.1 | -2 | 15 | -47
N#CCSc1nnc(-c2ccc3c(c2)OCO3)o1 | -2 | 3 | 3 | 3 | -7 | 17 | -1.8 | -12 | -10 | -4
O=C(CN1CCN(S(=O)(=O)c2ccccc2)CC1)NCc1ccccc1 | 0 | -10 | -3 | -2 | -20 | 13 | -6.1 | -9 | 5 | -8
Cc1onc(-c2ccccc2)c1C(=O)Nc1nc(-c2ccc(F)c(F)c2)cs1 | 4 | 3 | 5 | -4 | -21 | 22 | -0.4 | 8 | 12 | -3
CC(C)(C)C1CCc2c(sc(NC(=O)C3CC=CCC3C(=O)O)c2C#N)C1 (centres undefined) | 16 | 7 | 0 | -1 | 2 | 3 | 0.4 | 0 | 23 | -18
O=C(CCCN1C(=O)NC2(CCCC2)C1=O)Nc1cccc(S(=O)(=O)N2CCOCC2)c1 | 2 | / | 2 | 5 | -7 | / | 5.1 | 15 | 6 | /
CC(NCCCOc1cccc2ccccc12)c1ccccc1 (centres undefined) | -6 | -4 | -2 | 19 | -16 | 22 | 2.1 | ? | 7 | 1
Cc1ccc(-c2cc(-c3ccccc3)nc(N)c2C#N)o1 | -11 | 5 | 11 | 83* | -6 | 26 | 0.8 | -8 | -126 | -11
CCOC(=O)c1ccc(N/N=C/c2cc(Br)cc([N+](=O)[O-])c2O)cc1 | 2 | -2 | -11 | 3 | / | 61 | -0.5 | -12 | -2 | 6
CCC(C)N(C(=O)Cn1c(=O)cnc2ccccc21)C1CCS(=O)(=O)C1 (centres undefined) | -7 | / | -3 | 3 | 0 | / | 1.6 | -3 | 3 | 4
O=C(OCc1ccccc1)/C(=C/c1cccc([N+](=O)[O-])c1)NC(=O)c1ccco1 | -19 | -1 | 2 | 3 | -8 | 4 | 1.9 | 2 | -2 | 5
Cc1cc2oc(=O)cc(CN(C)Cc3cccc(F)c3)c2cc1Cl | 3 | -1 | -15 | 0 | -12 | / | -0.3 | -7 | 10 | -3

Single records, from the list above. Order of screens: PrPC surface inh, SARS 3CLpro inh, Anthrax LF inh2, MazF activator, PriA SSB inh, DUSP3 inh, BoNT A protease, BoNT-F LC inh, CCHFV vOTU inh, Rv3671c protease
CCOC(=O)c1ccc(N/N=C/c2cc(Br)cc([N+](=O)[O-])c2O)cc1 is listed as 2, -2, -11, 3, /, 61, -0.5, -12, -2, 6
Cc1cc2oc(=O)cc(CN(C)Cc3cccc(F)c3)c2cc1Cl is listed as 3, -1, -15, 0, -12, /, -0.3, -7, 10, -3
COc1ccc(/C=N/NC(=O)c2ccn[nH]2)cc1COc1ccc(Cl)cc1 is listed as 0, -5, -2, -2, /, 17, 0.1, -2, 15, -47
CC(NCCCOc1cccc2ccccc12)c1ccccc1 (centres undefined) is listed as -6, -4, -2, 19, -16, 22, 2.1, ?, 7, 1
CC(C)(C)C1CCc2c(sc(NC(=O)C3CC=CCC3C(=O)O)c2C#N)C1 (centres undefined) is listed as 16, 7, 0, -1, 2, 3, 0.4, 0, 23, -18

(further entries)
SMILES | PrPC surface inh | SARS 3CLpro inh | Anthrax LF inh2 | MazF activator | PriA SSB inh | DUSP3 inh | BoNT A protease | BoNT-F LC inh | CCHFV vOTU inh | Rv3671c protease
CCN1CCN(c2nc(S(=O)(=O)c3ccc(C)cc3)c(Cl)s2)CC1 | 6 | 1 | -5 | 2 | -1 | -4 | 0.0 | 0 | -12 | 9
CCC1(CC)NC(=O)N(CC(=O)Nc2ccc(S(=O)(=O)N3CCOCC3)cc2)C1=O | -2 | -1 | -4 | 10 | -6 | 20 | 0.7 | 2 | 7 | 3
CCC(OC(=O)c1ccco1)C(=O)NC1CCCC1 (centres undefined) | -11 | 3 | 2 | -2 | -1 | 26 | -0.8 | 0 | 23 | 1
CC(C)C(C)NC(=O)CN1C(=O)NC2(CCCc3ccccc32)C1=O (centres undefined) | 11 | 2 | 0 | 9 | -11 | 15 | -0.2 | 2 | 1 | -3
CC(C)NC(=O)CC1C(=O)NCCN1CC(c1ccccc1)c1ccccc1 (centres undefined) | 0 | 4 | -5 | -25 | -5 | 10 | 1.0 | -6 | -11 | 1
CC1(C)CC(N2CCCC2)=CC(=[N+]2CCCC2)C1 | 20 | 0 | 0 | 1 | 2 | 6 | 0.1 | 0 | 15 | 5
CCOc1ncccc1C(=O)OCc1ccc(C(=O)OC)o1 | -2 | 1 | -4 | 2 | -14 | 25 | -1.1 | -7 | -12 | -2
CCCCn1c(-c2cccc3ccccc23)nc2cc3[nH]c(=O)c(C(C)C)nc3cc21 | 0 | -9 | 5 | -1 | 4 | 32 | 5.4 | -10 | 5 | -10
CC(C)CN(C(=O)c1ccc(C(F)(F)F)cc1)c1c(N)n(CC(C)C)c(=O)[nH]c1=O | -5 | 6 | 1 | -5 | 1 | 1 | 1.1 | 8 | 13 | 3
O=S(=O)(CCSc1ccc(C(F)(F)F)cn1)c1ccc(Cl)cc1 | 5 | 0 | 3 | 2 | -19 | 10 | 0.0 | -7 | 5 | 4
O=C(NC1CCCC1)C1CCCN(S(=O)(=O)c2ccc(-n3cnnn3)cc2)C1 (centres undefined) | 2 | -5 | -5 | 0 | 3 | 6 | 0.1 | 3 | 5 | -1
Cc1ccc(N=Cc2c(O)n(-c3ccc(C)cc3)c(=O)[nH]c2=O)cc1 | 6 | / | -6 | 6 | -4 | / | 0.1 | 5 | 0 | 4

Reprinted at random: 3 entries already listed
SMILES | PrPC surface inh | SARS 3CLpro inh | Anthrax LF inh2 | MazF activator | PriA SSB inh | DUSP3 inh | BoNT A protease | BoNT-F LC inh | CCHFV vOTU inh | Rv3671c protease
CCC1(CC)NC(=O)N(CC(=O)Nc2ccc(S(=O)(=O)N3CCOCC3)cc2)C1=O | -2 | -1 | -4 | 10 | -6 | 20 | 0.7 | 2 | 7 | 3
CC(C)NC(=O)CC1C(=O)NCCN1CC(c1ccccc1)c1ccccc1 (centres undefined) | 0 | 4 | -5 | -25 | -5 | 10 | 1.0 | -6 | -11 | 1
CCCCn1c(-c2cccc3ccccc23)nc2cc3[nH]c(=O)c(C(C)C)nc3cc21 | 0 | -9 | 5 | -1 | 4 | 32 | 5.4 | -10 | 5 | -10

The main list resumes; the two compounds before the break are reprinted first.
SMILES | PrPC surface inh | SARS 3CLpro inh | Anthrax LF inh2 | MazF activator | PriA SSB inh | DUSP3 inh | BoNT A protease | BoNT-F LC inh | CCHFV vOTU inh | Rv3671c protease
O=C(NC1CCCC1)C1CCCN(S(=O)(=O)c2ccc(-n3cnnn3)cc2)C1 (centres undefined) | 2 | -5 | -5 | 0 | 3 | 6 | 0.1 | 3 | 5 | -1
Cc1ccc(N=Cc2c(O)n(-c3ccc(C)cc3)c(=O)[nH]c2=O)cc1 | 6 | / | -6 | 6 | -4 | / | 0.1 | 5 | 0 | 4
CC(CCn1cccn1)NC(=O)c1cc(COc2ccc(F)cc2F)on1 (centres undefined) | 6 | 2 | -9 | 3 | -13 | 10 | -0.4 | 2 | -5 | 2
Cc1ccc(Cn2c(C(C)Nc3nc(-c4ccc(F)cc4)cs3)nc3cc(C(=O)NCCCO)ccc32)cc1 (centres undefined) | 10 | / | -8 | -3 | -18 | / | -0.3 | 0 | -12 | -17
Cc1ccc(CNC(=O)Cn2ccc3ccccc3c2=O)o1 | -3 | 2 | -1 | -4 | 14 | -14 | -1.2 | -5 | 7 | -1
O=S(=O)(Nc1ccc(Br)cn1)c1ccc(Cl)s1 | -7 | -1 | -3 | -4 | -22 | 4 | -0.9 | -6 | 17 | -2
O=C(O)c1ccc(/C=C2\SC(=S)N(NC(=O)c3ccc(Br)cc3)C2=O)cc1 | -8 | 7 | -3 | -17 | -6 | -9 | -1.5 | -9 | 27 | 10
CCCc1cc(=O)[nH]c(Nc2ccc(O)cc2)n1 | 2 | -2 | -2 | 5 | -9 | 30 | -0.6 | -9 | -10 | 4
CCOC(=O)C(C(C)=O)c1c(Br)c(O)c(O)c2c(C(=O)c3ccc(C)cc3)coc12 (centres undefined) | -7 | 1 | -6 | 5 | 11 | 30 | -1.3 | -16 | 4 | 6
COc1cc(CNCCSc2nnnn2C)cc(Br)c1OCc1ccccc1 | -8 | -3 | 3 | -6 | 3 | 11 | -1.7 | -22 | -3 | 5
Cc1ccc(-c2nnn(CCC(=O)NC(C)(C)C)n2)cc1 | 2 | 0 | 5 | 5 | -12 | 13 | 3.2 | 14 | 1 | 5
NC(=O)c1cccc2c(=O)oc3ccccc3c12 | -2 | -6 | -3 | 2 | 3 | -28 | -0.4 | 6 | -2 | 9
Nn1c(SCC(=O)Nc2ccc(Oc3ccccc3)cc2)nnc1C1CC1 | -1 | 2 | -2 | -1 | -3 | 29 | -0.1 | -9 | -11 | -6
N#CCn1c2ccccc2c2nc3ccccc3nc21 | -10 | 0 | -1 | 4 | -10 | -10 | 1.8 | -6 | -5 | -10
COc1ccc(-c2nc(N3CCCCCC3)sc2C(=O)c2ccccc2)cc1 | 6 | 1 | 16 | -14 | -10 | 24 | 20 | -18 | 6 | -7
CCP(=O)(CC)c1cccc(N)c1 | -1 | 3 | 2 | -6 | -13 | 16 | -0.7 | -13 | 19 | 1
CSc1nncc(/C(C)=N\Nc2cccc(C)c2)n1 | 2 | 0 | -2 | -26 | / | 10 | -0.8 | -3 | -5 | -3
O=C(c1cccs1)N1C[C@@H](n2cc(-c3ccc(F)cc3)nn2)[C@H](O)C[C@@H]1c1ccccc1 | 0 | / | -3 | 10 | / | / | -0.3 | -8 | 0 | /
CCc1ccc(OCC(=O)Nc2ncn[nH]2)cc1 | 5 | 5 | -5 | 5 | -14 | 16 | 0.4 | -1 | 8 | 5
Cc1ccc(CNC(=O)c2ccc(CS(=O)Cc3ccccc3Cl)o2)cc1 (centres undefined) | -1 | -1 | -2 | 5 | 5 | -10 | -0.9 | -7 | -3 | -15
COc1ccc(NC(=O)CC2C(=O)NCCN2C(=O)c2ccccc2)cc1 (centres undefined) | -3 | -2 | / | 6 | -4 | -7 | / | / | 0 | -1
O=C(CSc1ccccc1C(=O)O)Nc1ccc2c(c1)OCO2 | 8 | / | -18 | -11 | 1 | / | -0.4 | -4 | -10 | -2
Nc1cnn(Cc2ccc(F)cc2)c1 | -1 | -2 | 0 | 0 | -12 | 7 | -0.5 | 1 | 6 | -1
C[C@H](CO)N1C[C@H](C)[C@@H](CN(C)Cc2ccc(-c3ccccc3)cc2)OCc2cnnn2CCCC1=O | 0 | / | -9 | 5 | / | / | -0.2 | 1 | 5 | /
CCCC(C)C(=O)Nc1cc([N+](=O)[O-])ccc1Cl (centres undefined) | -19 | -2 | -6 | 1 | -16 | -18 | -2.4 | -8 | 1 | 1
O=C(/C=C/c1ccc(Cl)cc1)N1CCN(c2c(Cl)cccc2[N+](=O)[O-])CC1 | 6 | -3 | -6 | -2 | 30 | -7 | -0.8 | -2 | 1 | -15
CCC1CCCCN1C(=O)CSc1nc2ncccc2[nH]1 (centres undefined) | 0 | 4 | 0 | -1 | 9 | -4 | 0.6 | 1 | 15 | 1
CCNc1c(NS(=O)(=O)c2ccc(C3CCCCC3)cc2)c(=O)oc2ccccc12 | 3 | -1 | -10 | 4 | 0 | 0 | -2.7 | 3 | 22 | 0
CC1Cc2ccccc2N1C(=S)NC1CCCC1 (centres undefined) | 1 | -2 | 0 | 1 | -8 | 18 | 0.3 | 5 | 14 | -6
